NR2F2 inh – inhibitors of human COUP-TFII (NR2F2); HEK293T NGFI-A luciferase reporter, luminescence; inhibition, % at 8.6 µM; 0.7% of 370,000 active;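 active = inhibition above a per-plate cutoff, mean inhibition of test wells between control levels plus 3 SD, cut at about 38% in these data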;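 also: cells cotransfected with COUP-TFII expression vector driving the NGFI-A reporter; 0% = median of COUP-TF2 test wells and 100% = reporter-only cells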
TWEAK Fn14 block – blocks TWEAK-Fn14 interaction in a reporter cell assay; 2% of 360,000 active; TWEAK-stimulated Fn14 reporter cells, luciferase luminescence, 8 h; inhibition, % at 10 µM; in the data active = inhibition above about 50%
C8 TRAIL sens – caspase-8 TRAIL sensitization. NB7+C8 cells + TRAIL, ATPlite viability luminescence. 1% of 360,000 active. AID 624354. inhibition (viability loss, TRAIL sensitization), % at 10 µM;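 active = compounds causing at least 50% loss of cell viability in the single-dose screen, relative to plate controls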
LMP1 NFkB inh – reduces LMP1-driven NF-kappaB luciferase signal; LMP1-induced NF-kappaB luciferase reporter cells, luminescence; inhibition, % at 12.5 µM; 0.69% of 350,000 active; AID 504558; in the data active = inhibition above about 41%;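 also: 0% = neutral control wells and 100% = reference inhibitor control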
TROY NFkB inh – inhibitors of TROY-dependent NF-kB signaling; Q293 LMP1-TROYcd NF-kB luciferase reporter, 4 h; inhibition, % at 10 µM; 0.98% of 360,000 active;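 active = compounds whose plate-normalised and pattern-corrected inhibition of the luciferase reporter signal at the single screening dose is 50% or more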
NR5A2 inv ag – suppresses constitutive activity of human LRH-1 | HEK293T StAR-luciferase reporter, LRH-1 transfected, 24 h | inhibition, % at 3.6 µM | 0.13% of 360,000 active;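 active = inhibition above the mean inhibition of all tested compounds plus 3 SD, cut at about 73% in these data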;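 also: 0% = DMSO wells and 100% = reporter-only cells lacking LRH-1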
NCOA1 inh – inhibitors of human steroid receptor coactivator 1 (SRC1). AID 588354. HEK293 GAL4-SRC1 luciferase reporter, luminescence. inhibition, % at 3.6 µM. 0.12% of 360,000 active;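 active = inhibition above the campaign mean plus 3 SD, with each screening campaign given its own cutoff, cut at about 60% in these data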;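 also: 0% = DMSO treated cells and 100% = gossypol at 36 µM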
SRC3 inh – inhibits human SRC3 coactivator | inhibition, % at 3.6 µM | 0.17% of 360,000 active | HEK293 GAL4-SRC3 luciferase reporter, luminescence | Q9Y6Q9;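 active = inhibition above a per-campaign cutoff, the mean of all compounds plus 3 SD, cut at about 60% in these data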;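 also: 0% = DMSO-treated cells and 100% = gossypol-treated cells at 36 µM; higher means less SRC3-driven luciferase light from the GAL4 reporter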
Target sequence (Q9Y6Q9 whole entry, looked up, the tested form may be a part): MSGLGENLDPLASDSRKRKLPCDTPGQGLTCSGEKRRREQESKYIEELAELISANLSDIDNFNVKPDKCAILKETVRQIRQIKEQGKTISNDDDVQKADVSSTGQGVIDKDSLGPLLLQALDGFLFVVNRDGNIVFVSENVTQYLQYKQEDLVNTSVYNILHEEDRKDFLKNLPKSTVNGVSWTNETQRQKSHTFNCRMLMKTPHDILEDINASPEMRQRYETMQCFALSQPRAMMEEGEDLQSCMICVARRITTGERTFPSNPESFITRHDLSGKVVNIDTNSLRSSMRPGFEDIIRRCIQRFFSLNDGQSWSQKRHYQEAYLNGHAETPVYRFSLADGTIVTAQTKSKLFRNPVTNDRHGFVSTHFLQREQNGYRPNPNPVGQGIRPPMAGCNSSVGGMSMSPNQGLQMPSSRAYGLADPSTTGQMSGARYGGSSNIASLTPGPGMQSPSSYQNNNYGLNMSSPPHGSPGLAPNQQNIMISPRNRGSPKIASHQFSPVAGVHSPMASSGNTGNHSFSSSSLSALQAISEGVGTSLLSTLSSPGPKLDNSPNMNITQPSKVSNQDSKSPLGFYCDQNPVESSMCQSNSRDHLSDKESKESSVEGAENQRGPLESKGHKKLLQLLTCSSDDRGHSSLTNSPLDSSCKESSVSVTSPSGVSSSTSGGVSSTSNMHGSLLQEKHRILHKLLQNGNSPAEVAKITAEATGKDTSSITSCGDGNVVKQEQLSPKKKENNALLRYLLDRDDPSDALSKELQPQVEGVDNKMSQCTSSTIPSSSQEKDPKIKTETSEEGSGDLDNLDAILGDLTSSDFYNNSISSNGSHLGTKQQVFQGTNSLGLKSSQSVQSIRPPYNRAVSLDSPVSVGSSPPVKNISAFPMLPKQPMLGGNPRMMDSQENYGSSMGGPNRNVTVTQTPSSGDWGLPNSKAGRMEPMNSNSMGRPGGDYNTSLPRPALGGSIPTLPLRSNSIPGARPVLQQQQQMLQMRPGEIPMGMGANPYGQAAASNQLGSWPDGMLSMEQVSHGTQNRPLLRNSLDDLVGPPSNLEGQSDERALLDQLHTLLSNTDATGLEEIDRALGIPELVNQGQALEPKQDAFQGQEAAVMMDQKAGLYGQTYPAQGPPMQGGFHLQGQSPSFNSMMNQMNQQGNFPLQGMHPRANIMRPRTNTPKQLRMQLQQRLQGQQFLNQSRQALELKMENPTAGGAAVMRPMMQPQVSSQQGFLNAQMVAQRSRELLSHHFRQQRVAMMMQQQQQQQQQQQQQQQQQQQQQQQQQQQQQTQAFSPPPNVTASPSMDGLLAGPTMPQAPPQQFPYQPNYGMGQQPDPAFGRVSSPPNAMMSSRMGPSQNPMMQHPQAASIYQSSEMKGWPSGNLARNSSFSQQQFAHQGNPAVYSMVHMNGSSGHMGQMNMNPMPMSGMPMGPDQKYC
TLR9-MyD88 block – inhibitors of human TLR9-MyD88 binding. Q9NR96+Q99836. CHO BLA complementation TLR9-MyD88, CCF4 FRET ratio. inhibition, % at 4.98 µM. 0.21% of 340,000 active;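 active = inhibition above the mean over all tested compounds plus 3 SD, cut at about 21% in these data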;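 also: 0% = DMSO only wells and 100% = clavulanate BLA inhibitor control wells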
NOD2-RIPK2 inh – inhibitors of human NOD2-RIPK2 interaction | O43353 | CHO BLA complementation NOD2-RIPK2, CCF4 ratio | inhibition, % at 4.98 µM | 0.38% of 360,000 active; in the data active = inhibition above about 21%;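 also: 0% = vehicle only and 100% = reference blocker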
SRC2 inh – inhibits human steroid receptor coactivator 2 | Q15596 | HEK293 GAL4-SRC2 luciferase reporter, luminescence | inhibition, % at 9 µM | 0.17% of 370,000 active;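 active = inhibition above the mean inhibition of all tested compounds plus 3 SD, set per campaign, cut at about 52% in these data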;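 also: 0% = DMSO treated cells and 100% = cells given Gossypol at 36 µM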
Active calls of the source: *; . = not tested or not shown.

SMILES	NR2F2 inh	TWEAK Fn14 block	C8 TRAIL sens	LMP1 NFkB inh	TROY NFkB inh	NR5A2 inv ag	NCOA1 inh	SRC3 inh	TLR9-MyD88 block	NOD2-RIPK2 inh	SRC2 inh
CCC(C)(C)NC(=O)CN(Cc1ccccc1Cl)C(=O)CCC(=O)Nc1cc(C)ccn1	7	-7	-2	-5	15	-10	-4	11	4	-4	-5
O=c1[nH]cnc2c1oc1ccccc12	-7	-22	4	-33	-47	-15	-36	-18	-5	0	-82
CCc1nc2ccc(C(=O)NCC3CCCCC3)cn2c1N(CCC(C)C)CCN(C)C	-12	-13	10	.	8	8	-2	-15	.	-6	-5
OC(CN1C2=NCCN2c2ccccc21)c1ccc2c(c1)OCO2 (stereo unspecified)	30	2	-2	2	.	35	23	3	0	14	-31
C#CCOCCOCCOCCNc1nc(N2CCOCC2)nc(N2CCN(C(=O)[C@H](CCCCN)n3cc([C@@H](N)C(C)CC)nn3)CC2)n1 (stereo partly specified)	-22	-17	-6	5	-11	8	-1	0	3	-5	-15
CCN(Cc1cc2cc(C)ccc2[nH]c1=O)C(=O)c1cccc(OC)c1	1	13	-3	1	-3	7	2	16	2	-12	7
CCOC(=O)c1c(-c2cccs2)csc1N	1	10	-1	-8	24	-20	-5	-2	1	11	-21
CCN1CCN(c2ccc(S(=O)(=O)N3CCCCC3)cc2NC(=O)Cc2ccc(Cl)c(Cl)c2)CC1	.	-23	11	-1	-24	11	-8	-6	-2	6	.
Cc1cc(NC(=O)CSc2nnc(C)o2)no1	-8	-2	-15	-1	3	17	-31	-32	9	-1	-8
Cc1cc(C(=O)N/N=C/c2cccn2C)n[nH]1	-16	-3	-6	4	-1	-3	-25	-9	-8	-4	-21
CN(C)c1ccc(-c2cc3ccccc3c(=O)o2)cc1	-55	10	57*	-24	-24	-130	-113	-121	-10	8	-79
CC1CCCC(C)N1C(=O)COC(=O)c1cc(S(=O)(=O)N2CCOCC2)ccc1Cl (stereo unspecified)	-18	-13	-1	0	11	-2	-6	11	1	-4	25
O=C1/C(=C/c2cccc([N+](=O)[O-])c2)CSc2ccc(Cl)cc21	6	-16	7	-9	-13	6	0	-12	4	5	25
CC(C(=O)Nc1ccc(C(F)(F)F)cc1)N(C)CC(=O)N1CCN(Cc2ccccc2)CC1 (stereo unspecified)	23	-9	-3	11	7	27	1	12	-1	14	-3
Cn1c(CNC(=O)CNC(=O)Cc2ccccc2)cc(=O)n(C)c1=O	-9	17	-5	-4	-22	20	12	10	-3	-7	3
O=C(Cc1ccc2c(c1)OCCO2)N1CCN(S(=O)(=O)c2cccc(Cl)c2Cl)CC1	-10	-10	0	-5	23	13	-7	27	-1	-2	3
CCCC(C(=O)NC(C)(C)C)N(CC1CCCO1)C(=O)c1snc(C(N)=O)c1N (stereo unspecified)	12	-11	-8	2	9	3	9	9	-6	-8	0
Nc1c(Nc2ccccc2)c2ccccc2oc1=O	-6	0	-13	-1	-35	1	-15	-3	11	-5	-33
O=C(Nc1ccccc1N1CCCCC1)c1ccc(Cl)cc1	0	-3	-13	-2	-16	-6	-5	-5	-4	-3	-1
CCOC(=O)N1CCN(C(=O)CSCC(=O)N=c2sc3cc(OC)ccc3n2C)CC1	-8	-3	-8	4	16	-11	1	-4	0	3	-13
CC(=O)Nc1ccc2nc(-c3ccccc3)cn2c1	-70	18	54*	-8	-54	-190	-97	-78	7	6	-28
COc1ccc(C(=O)NC(NC(=O)c2ccc(OC)c(OC)c2)c2ccccc2F)cc1OC	-1	-9	-8	11	-20	-17	-36	-3	0	0	-5
Cc1cc(C(=O)CN2C(=O)NC3(CCCc4sccc43)C2=O)c(C)n1-c1ccc(Cl)cc1 (stereo unspecified)	-4	20	-7	-7	3	6	-8	21	-8	2	15
Cc1[nH]c2ccccc2c1CCNC(=O)CCC(=O)c1ccccc1	6	16	8	2	3	15	-6	4	-10	-5	11

Grouped by structure, the compounds so far with an NH in an aromatic ring (4)
SMILES	NR2F2 inh	TWEAK Fn14 block	C8 TRAIL sens	LMP1 NFkB inh	TROY NFkB inh	NR5A2 inv ag	NCOA1 inh	SRC3 inh	TLR9-MyD88 block	NOD2-RIPK2 inh	SRC2 inh
O=c1[nH]cnc2c1oc1ccccc12	-7	-22	4	-33	-47	-15	-36	-18	-5	0	-82
CCN(Cc1cc2cc(C)ccc2[nH]c1=O)C(=O)c1cccc(OC)c1	1	13	-3	1	-3	7	2	16	2	-12	7
Cc1cc(C(=O)N/N=C/c2cccn2C)n[nH]1	-16	-3	-6	4	-1	-3	-25	-9	-8	-4	-21
Cc1[nH]c2ccccc2c1CCNC(=O)CCC(=O)c1ccccc1	6	16	8	2	3	15	-6	4	-10	-5	11

Other entries follow:
SMILES	NR2F2 inh	TWEAK Fn14 block	C8 TRAIL sens	LMP1 NFkB inh	TROY NFkB inh	NR5A2 inv ag	NCOA1 inh	SRC3 inh	TLR9-MyD88 block	NOD2-RIPK2 inh	SRC2 inh
COc1cccc(C(C(=O)NC2CCCC2)N(C(=O)c2ccco2)c2ccccc2)c1OC (stereo unspecified)	11	14	-13	-4	2	18	-45	11	3	2	10
O=C(NC(=S)NCc1ccccc1)c1cccs1	0	10	-2	-2	-34	31	-4	14	10	9	-9
CC(C)CN(C(=O)COC(=O)C1=COCCO1)c1c(N)n(Cc2ccccc2)c(=O)[nH]c1=O	3	2	-6	-4	15	4	17	2	-9	-4	-26
CC(C)c1ccc(NC(=S)NCc2cccs2)cc1	-21	-3	24	-40	-5	-24	-34	-88	2	-9	-42
Cn1c(SCC(=O)NC(=O)NCc2ccco2)nnc1C(F)(F)F	20	-2	-3	10	0	4	-7	16	-6	2	2
CCOC(=O)C1(Cc2ccccc2C)CCCN(C(=O)c2ccoc2)C1 (stereo unspecified)	-6	-10	0	-10	-26	-19	-5	-22	-14	-3	-15
COc1ccc(N(Cc2ccco2)C(=O)c2ccccc2F)cc1OC	6	-2	10	-5	-16	17	10	5	-3	0	-7
O=S1(=O)N=C(SCCO)c2ccccc21	1	-1	-1	4	6	-8	-55	12	9	3	3
COCCCNC(=O)c1ccc2c(=O)n(Cc3ccc(OC)cc3)c(=O)[nH]c2c1	6	-13	10	7	5	-31	-8	0	-10	6	9
CC1=Nc2ccccc2N=C(N)C1c1ccccc1 (stereo unspecified)	-44	-9	-10	-4	-2	-106	-103	-68	15	2	-61
CCOC(=O)N1CCN(C(=O)COC(=O)C2CCN(S(=O)(=O)c3c(Cl)cccc3Cl)CC2)CC1	-3	1	-11	3	-5	5	-45	3	-2	-2	-24
CCN1CNC(=S)N(Cc2ccccc2)C1	3	-24	-3	-2	3	-13	-5	3	4	-2	12
Cc1cccc(N2CCN(C(=O)c3ccc4nc(N5CCCCC5)sc4c3)CC2)c1C	4	14	22	5	13	-49	-16	0	-1	-1	0
Cn1nccc1C(=O)c1ccc(Cl)cc1	0	2	-8	-7	8	12	-1	15	-2	-12	7
CCCCNC(=O)COC(=O)C1CCN(S(=O)(=O)c2ccc3c(c2)OCCO3)CC1	17	-13	-6	5	-18	-8	-12	19	-7	-8	16
Cc1cc(SCC2=NNC(=O)C2)c(Cl)cc1Cl	-1	-24	-9	-5	-12	-1	17	16	-12	1	-27
O=C(Nc1ccc(S(=O)(=O)Nc2ncccn2)cc1)c1cncc(Br)c1	10	1	-4	-10	0	-16	4	6	-4	-2	-19
CC1(C)CN(C2CCCCC2)C(=O)[C@H]1CC(=O)Nc1ccccc1	14	2	6	5	-13	21	19	-6	5	0	5
CC(CC(=O)O)CC(=O)Nc1cccc([N+](=O)[O-])c1 (stereo unspecified)	-4	0	3	-1	10	-2	-38	7	3	9	-19
c1ccc(NC2=Nc3ccccc3CS2)cc1	-21	-10	4	-35	-44	-107	-95	-100	-5	3	-41
CCCN1CCN(CCCNC(=O)Cn2nc(C)n3c(cc4cc(OC)ccc43)c2=O)CC1	15	-14	3	0	-19	2	-16	-9	1	5	-46
CC1(C(=O)NS(=O)(=O)c2ccccc2Cl)CCN1C(=O)C1(c2ccc(Cl)cc2)CCC1 (stereo unspecified)	-11	15	1	.	8	-21	15	-21	.	-13	-32
C=CCN(c1ccccc1)S(=O)(=O)c1ccc2c(c1)NC(=O)C(C)C(=O)N2 (stereo unspecified)	-8	13	13	-1	-1	-3	5	13	4	4	-3
COc1ccc(CC(=O)NNC(=O)c2ccncc2)cc1	11	0	7	-4	-8	-8	0	12	-3	-45	16
Cc1cccc2c1N(C(=O)c1ccco1)C(C)(C)c1ssc(=S)c1-2	24	10	-5	7	20	2	2	10	-6	-8	3
CC1(C(=O)NS(=O)(=O)C2CC2)CCCN(C(=O)c2cccc(OC(F)(F)F)c2)C1 (stereo unspecified)	-10	10	1	.	-10	-1	4	-5	.	-3	29
O=C(Cc1ccccc1)Nc1cccc(NC(=O)c2cccs2)c1	-1	-23	-3	-26	-7	0	14	22	0	-6	15
CCOC(=O)N1CCN(C(=O)c2cc(Cl)c(Cl)cc2C(=O)O)CC1	.	2	-7	-7	-17	12	12	-4	-3	-5	.
CCOC(=O)c1ccc(NC(=O)CSc2ncccn2)cc1	-5	-2	-12	-14	-23	-29	-13	-49	-5	6	-35
Cc1ccc2nc(N/C(=N/S(=O)(=O)c3ccc(F)cc3F)c3ccccc3)sc2c1	-32	0	2	1	38	-84	-37	-77	-3	-9	-36
O=C1c2cccc3cccc(c23)C(=O)N1CC1CCN(CC(O)COc2ccc3ccccc3c2)CC1 (stereo unspecified)	33	-26	26	10	40	16	-4	19	-5	12	10
Cc1cc(C)c(C)c(OCCCn2ccnc2)c1	16	-7	-17	3	10	7	-1	-1	-11	-4	21
COCCNC(=O)c1cnn2c(C(F)F)cc(-c3ccccc3)nc12	8	-19	-2	0	11	14	-9	5	4	-26	-2
CC(C)(C)c1ccc(S(=O)(=O)NCC(=O)N2CCCC2)cc1	4	6	-12	5	25	9	0	-13	8	-12	-4
O=c1cc(-c2ccncc2)oc2ccccc12	30	16	34	-8	15	-13	17	18	3	-8	17
CC(C)(O)C(=O)NN(C(=O)c1ccccc1)c1ccc2ccccc2c1	.	-23	-24	0	-44	-19	-7	-3	-5	1	.
C=CCN1CCN(C(c2ccccc2OC)c2nnnn2C(C)(C)C)CC1 (stereo unspecified)	4	-4	-1	-3	14	-5	9	-29	-3	-10	13
COc1ccccc1Cn1c(-c2ccco2)nc2nc3ccccc3nc21	-11	1	27	1	-20	-32	-12	-19	-10	-8	-27
CCOc1ncccc1C(=O)Nc1ccc(Cl)c(S(=O)(=O)N2CCCC2)c1	34	-28	13	7	10	9	9	-1	5	3	7
COc1ccc(N2CCN(C(CNC(=O)C(C)(C)C)c3ccco3)CC2)cc1 (stereo unspecified)	2	-3	-18	-2	-1	-7	-13	5	3	-12	-1
CCCCNC(=O)Nc1ccccc1C(=O)NCc1ccco1	-8	2	-15	-5	-4	5	14	-5	0	0	-2
Cc1ccc(C(=O)N/C(=C\c2ccco2)C(=O)N2CCSCC2)cc1C	1	11	-5	0	-5	-10	-11	11	8	-10	5
O=C1CC(C(=O)Nc2ccccc2C(=O)O)C(c2ccccc2)O1 (stereo unspecified)	-18	-10	-7	-1	5	8	6	14	-3	2	-26
CC1(C)COC(Cc2ccccc2)=N1	-4	-14	-11	4	1	3	-7	3	-5	-7	-23

This is a subset. The share of hits here may be higher or lower than overall.
